Assay outcomes from PubChem.
All columns: NCI-60 one-dose screen, growth in % after 48 h at 10 µM unless noted; 100 = growth as untreated, 0 = no growth, -100 = all killed.
NCI-H460: NCI-H460 lung cancer; actives 6.8% (n = 82,000)
NCI-H322M: NCI-H322M lung cancer. actives 2.7% (n = 80,000). AID 1794733
HT29: HT29 colon cancer; actives 7.4% (n = 81,000)
SW-620: SW-620 colon cancer. actives 5.2% (n = 82,000). AID 1794795
NCI-H23: NCI-H23 lung cancer; actives 4% (n = 80,000)
NCI-H226: NCI-H226 lung cancer; AID 1794732; actives 3.5% (n = 79,000)
HCT-15: HCT-15 colon cancer; actives 5.2% (n = 82,000)
COLO 205: COLO 205 colon cancer; actives 7.3% (n = 79,000); AID 1794742
NCI-H522: NCI-H522 lung cancer; actives 8% (n = 78,000); AID 1794739
Numbers without * were called inactive; nt = no result given; & = joins results of further samples; [ ] = remark or other dose. Rule for the calls: active = growth percent below 10; inactive = the rest. Rows were taken by chance; any-hit rate near 12%.

mol,NCI-H23,SW-620,COLO 205,HCT-15,NCI-H226,NCI-H460,NCI-H522,HT29,NCI-H322M
O=C(O)C(CCc1ccccc1)(Cc1ccccc1)C(=O)O,91,95,102,91,114,117,94,102,111
NCCCNC(=O)OCc1ccc2c(Cl)cc(Cl)c(O)c2n1,88,102,108,50,97,95,92,103,76
CN(C)CCC=C1c2ccccc2-c2ccccc21,95,101,91,107,97,101,88,94,nt
COC(=O)c1c(C(=O)OC)c2c3ccccc3c3ccccc3n2c1C(=O)C(C)(C)C,83,100,80,47,86,80,74,72,105
C/C(=C\C(C)c1ccccc1)[N+](=O)[O-] (stereo unspecified),106,121,127,98,101,104,99,114,109
COc1cc2oc(-c3cccc(NC(=O)Nc4ccc(Cl)cc4)c3)cc(=O)c2c(OC)c1OC,79,84,92,49,92,57,68,87,78
O=C(Nc1cccc2c1N(C(=O)c1ccco1)CCC2)c1ccco1,101,102,108,102,94,106,99,101,100
Cc1cc(=O)cc(S)[nH]1,108,101,108,nt,97,101,98,97,94
COc1ccc([C@H]2[C@H](C(=O)O)c3ccccc3C(=O)N2c2ccccc2)cc1,91,90,103,97,94,95,117,111,102
Cc1c(-c2cn(C3CC3)c3cc(N4CCNCC4)c(F)cc3c2=O)ssc1=S,95,105,nt,115,101,111,95,111,nt
CC(=O)NC(C)(C)C(=O)N1CCC[C@H]1C(=O)NC(C)(C)C(=O)N[C@@H](C)C(=O)NC(C)(C)C(=O)N[C@@H](C)C(=O)N[C@@H](CCC(N)=O)C(=O)NC(C)(C)C(=O)N[C@H](C(=O)NC(C)(C)C(=O)NCC(=O)N[C@@H](CC(C)C)C(=O)NC(C)(C)C(=O)N1CCC[C@H]1C(=O)N[C@H](C(=O)NC(C)(C)C(=O)NC(C)(C)C(=O)N[C@@H](CCC(N)=O)C(=O)N[C@@H](CCC(N)=O)C(=O)N[C@H](CO)Cc1ccccc1)C(C)C)C(C)C,41[4.25 µM],91[4.25 µM],47[4.25 µM],101[4.25 µM],57[4.25 µM],74[4.25 µM],48[4.25 µM],71[4.25 µM],97[4.25 µM]
Cn1c(=O)c2[nH]c(CCCCCCCc3nc4c([nH]3)c(=O)n(C)c(=O)n4C)nc2n(C)c1=O,88,101,106,91,102,104,79,99,86
Cc1cc(=O)oc2cc(OC(=O)CN3CCOCC3)ccc12,103,106,108,103,96,106,94,109,105
CC(C)c1ccc(/C=N/Nc2nc3ccccc3s2)cc1,80,102,88,84,82,95,85,79,96
CCCCCCCOc1c2c(nc3c1c1ccccc1n3C)-c1ccccc1C2,86,90,92,105,82,95,86,89,96
COc1cc(-c2nnc(/C=C/c3cn(-c4ccccc4)nc3-c3ccc(C)cc3)o2)cc(OC)c1OC,88,77,91,97,83,60,82,82,89
CCc1ccc2c(c1)C(=O)c1ccccc1C2=O,95,106,113,nt,99,107,91,112,111
CN(C)c1ccc(/C=C2\Oc3cc(OCCN4CCCCC4)ccc3C2=O)cc1,88,77,96,62,91,95,101,33,87
Cc1nn(-c2ccccc2)c(-n2ccnc2)c1/C=N/Nc1nc(-c2ccc(C#N)cc2)cs1,80,90,82,80,75,88,67,85,100
C[C@]12CC[C@@H]3c4ccc(O)cc4C[C@@H](O)[C@H]3[C@@H]1CC[C@@H]2O,110,110,119,102,101,108,106,102,102
O=C1CCCN1C1CCN(Cc2ccc(Cl)cc2)c2ccccc21 (stereo unspecified),85,102,101,93,89,108,82,91,80
CC1(c2cccc(N)c2)OCCO1,94,107,109,101,105,110,99,107,97
O=S(=O)(Nc1ncccn1)c1ccc(-n2c(-c3ccc(Br)cc3)nc(-c3ccccc3)c2-c2ccccc2)cc1,23,48,124,22,26,32,75,42,64
CCN1CCN(c2cc(C)nc(NCc3cc(Nc4ccnc5cc(Cl)ccc45)ccc3F)n2)CC1,56,41,-86*,16,84,62,106,-5.8*,90
C/C(=N\O)c1ccc(OC(=O)c2cc(-c3ccc(S(C)(=O)=O)cc3)nc3ccccc23)cc1,89,99,107,100,95,106,92,102,98
CC1=CC(=O)C2=C(C)CC(OS(=O)(=O)c3ccc(C)cc3)[C@@H]3[C@H](OC(=O)[C@@H]3C)[C@@H]12 (stereo partly specified),97,100,105,86,103,96,80,96,99
Cc1ccc(-c2nc(N3CCCN(C(=O)Nc4ccccc4)CC3)c3ccccc3n2)cc1,100,100,96,86,87,101,85,86,85
Cc1ccc(C(C(=O)NC2CCCCC2)N(Cc2ccccc2Cl)C(=O)c2ccc(CN3CCOCC3)o2)o1 (stereo unspecified),94,105,121,98,101,100,79,95,105
COc1ccc2oc3c(C)c4c(c(C)c3c2c1)C(=O)N(CCO)C4=O,88,101,89,97,100,111,86,97,85
C#CCN1C(=O)c2cccc3c(-c4ccc5c(c4)ncn5C4CCCCC4)ccc(c23)C1=O,91,102,100,89,93,99,84,81,101

Reformatted with two lines to a compound: four of the compounds above.
Results follow in this order: NCI-H23	SW-620	COLO 205	HCT-15	NCI-H226	NCI-H460	NCI-H522	HT29	NCI-H322M
- COC(=O)c1c(C(=O)OC)c2c3ccccc3c3ccccc3n2c1C(=O)C(C)(C)C
 : 83	100	80	47	86	80	74	72	105
- Cc1cc(=O)cc(S)[nH]1
 : 108	101	108	nt	97	101	98	97	94
- Cn1c(=O)c2[nH]c(CCCCCCCc3nc4c([nH]3)c(=O)n(C)c(=O)n4C)nc2n(C)c1=O
 : 88	101	106	91	102	104	79	99	86
- O=C(O)C(CCc1ccccc1)(Cc1ccccc1)C(=O)O
 : 91	95	102	91	114	117	94	102	111

(listing goes on)
mol,NCI-H23,SW-620,COLO 205,HCT-15,NCI-H226,NCI-H460,NCI-H522,HT29,NCI-H322M
C[N+]1(CCCCC[N+]2(C)CCCC2)CCCC1,105,98,122,103,84,95,nt,102,nt
Cc1nc(O)cc(=O)[nH]1,108,109,115,119,111,104,103,108,99
COc1ccc(-c2cc(-c3ccc(N(C)C)cc3)nc(NC(=O)c3ccncc3)n2)cc1,92,99,111,90,83,100,91,106,88
CCN1C(=O)N(CC)C2Nn3c(s/c(=C4\C(=O)N(C5CCCC5)c5ccccc54)c3=O)=NC21 (stereo unspecified),54,54,26,51,92,44,28,21,95
C1=CN2CC(c3ccccc3)=NNC2c2ccccc21 (stereo unspecified),76,97,113,97,63,98,76,99,86
Cc1cccc(NC(=O)/C(=C/N2C(=O)SCC2=S)N2CCOCC2)c1C,97,97,100,99,94,101,82,103,100
CCCCC[n+]1ccc(SCC(=O)N(C)c2ccccc2Br)c2ccccc21,108,103,101,100,108,108,87,105,106
O=C1/C(=C/c2ccc(OCc3cccc(Cl)c3)cc2)Oc2cc(O)ccc21,nt,60,117,59,51,35,31,98,63
CCOC(=O)C1=C(c2ccccc2)N=C2SC=C(c3cccc([N+](=O)[O-])c3)N2C1c1ccc(Br)cc1 (stereo unspecified),75,71,116,51,74,93,69,95,90
O=c1[nH]c2cc(Cl)c(Cl)cc2n2cc3cccnc3c12,88,89,117,109,95,76,76,92,125
CCOc1ccc2[nH]c(=S)sc2c1,94,102,112,108,109,110,104,nt,105
COc1cc(/C=C/C(=O)N2CCCCCC2)cc(OC)c1OC,nt,105,117,107,102,110,99,105,107
COc1ccc2c(c1)oc1c3[nH]c4ccccc4c3c3c(c21)C(=O)NC3=O,87,86,94,75,77,85,79,99,85
O=Cc1cc(Cl)cc(Cl)c1O,106,99,109,105,110,106,101,102,108
N#Cc1cnn(C2=NC(c3cccc([N+](=O)[O-])c3)c3sc4ccc(Cl)cc4c3N2)c1N (stereo unspecified),80,104,103,105,81,101,96,118,94
CCCCC(=O)c1ccco1,89,97,104,102,95,106,92,103,105
CCOC(=O)c1c(C)nn(-c2ccc(F)cc2)c1NC(=S)Nc1ccccc1,98,105,116,105,97,100,91,99,96
O=C(Nc1cc(C(F)(F)F)cc(C(F)(F)F)c1)Nc1ccc(Cl)cc1C(=O)O,97,107,113,90,97,102,97,114,98
CC1(c2ccccc2)NC(=O)N(CC(=O)Nc2ccc(C(=O)/C=C/c3ccc(Br)cc3)cc2)C1=O (stereo unspecified),64,33,64,19,43,59,64,3.4*,78
O=c1[nH]cnc(O)c1Cl,94,102,102,102,101,107,98,108,90
Cc1cc(O)c(C2=NN(c3ccc(S(N)(=O)=O)cc3)C(c3cccc(O)c3)C2)cc1Cl (stereo unspecified),92,93,113,81,76,63,77,103,88
CCC1=C(OS(C)(=O)=O)COC1=O,92,103,121,98,90,102,65,93,93
C=C(C)COC(OCC(=C)C)C(C)C,107,104,100,108,100,101,107,107,109
O=C(/C=C/c1ccccc1)c1ccc(F)cc1,99,87,112,81,102,96,85,92,101
Cc1ccccc1-c1cc(-c2ccc(F)cc2)c(C#N)c(=O)[nH]1,97,98,118,94,101,103,90,116,89
CCCCC(O)C(F)(F)Cl (stereo unspecified),104,106,108,112,96,112,nt,104,95
CN(Cc1ccccc1)C(=O)Nc1c(Cl)cccc1Cl,98&105,101&101,119&127,101&95,106&96,108&103,93,100&103,96&88
O=C(O)COc1c(Cl)c(Cl)c(Cl)c(Cl)c1Cl.[Cu+2],98,103,107,103,nt,108,95,113,100
CC(=O)Nc1ccc2c(c1)C(=Nc1ccccc1)c1ccccc1-2,97,102,106,91,nt,107,118,97,94
CC(=O)Oc1ccc(OC(C)=O)c2ccccc12,96,109,112,99,75,107,62,107,106
CCCCOC(=O)c1ccc(Cl)c(Cl)c1,107,110,104,108,102,109,86,91,119
CCOC(=O)c1ccc2nc(-c3c(C)nn(-c4ccccc4)c3N3CCCC3)[nH]c2c1,100,100,118,100,91,98,80,107,104
Nc1nc(N)nc(-c2ccc([N+](=O)[O-])o2)n1,100,105,99,96,99,102,nt,98,99
N=C1SC2C(=NC(=S)NC2c2ccc(O)cc2)N1c1nccs1 (stereo unspecified),108,107,121,101,92,111,104,106,98
COc1cc2c(/C=C3/C(=O)Nc4ccc(O)cc43)c(Cl)n(Cc3cc(OC)c(OC)c(OC)c3)c2cc1C,42,19,4.1*,38,65,4.3*,0.7*,10,49
O=C(CCn1cc[n+](CC(=O)c2ccccc2)c1)Nc1cccc2cccnc12,94,95,101,95,98,105,96,101,99
COC(=O)c1ccc(-n2cc(CCCOS(=O)(=O)c3ccc(F)cc3)nn2)cc1,98,100,107,98,98,102,94,101,102
O=C(/C=C/c1ccccc1)CC(c1ccccc1)N1CCOCC1 (stereo unspecified),97,-17*,76,61,99,106,nt,-39*,121
Cc1nc2ccc(Br)cn2c1-c1nnc(SCc2ccccc2[N+](=O)[O-])o1,90,107,115,93,97,104,91,115,100
CCOC(=O)c1ccc2c(c1)c1c(C)c3ccncc3c(C)c1n2C,-26*,0.3*,-45*,0.2*,-37*,-5.2*,-53*,3.7*,18
CC1CN(Cc2ccccc2)C(=O)N(c2ccccc2)C1=O (stereo unspecified),115,101,147,104,118,108,104,120,117
CCOC(=O)c1c(SC)nn(-c2cc(=O)[nH]c3ccc(Cl)cc23)c1N,93,93,nt,108,76,86,96,103,100
N#Cc1c(N2CCNCC2)[nH]n(C2=Nc3ccccc3Sc3ccccc32)c1=O,99,99,104,102,106,101,102,109,142
COc1ccc(C(=O)N2c3ccccc3Sc3ccccc32)c(C(F)(F)F)c1,24,25,-14*,18,13,9.5*,2.0*,3.4*,53
O=C(CCBr)OCCc1ccccc1,101,104,106,106,93,105,98,105,109
COc1ccc2cc(OC)ccc2c1,94,108,110,102,107,105,106,113,103
Cc1ccc2c(n1)C(=O)C(Cl)=C(Nc1ccc(S(=O)(=O)Nc3cc(C)on3)cc1)C2=O,105,107,116,106,97,108,111,113,109
c1cnc2[nH]cc(-c3csc(-c4c[nH]c5ncccc45)n3)c2c1,88,104,nt,98,90,96,106,111,93
COc1cc2c(=O)n(CCN)c3c4cc5c(cc4ccc3c2cc1OC)OCO5,14,-76*,-0.6*,-76*,-66*,-77*,-7.8*,-90*,-72*
Cc1ccc(S(=O)(=O)Nn2c3c(cc(-c4nc5ccccc5s4)c2=O)CCCCCC3)cc1,95,100,119,97,77,104,89,112,100
COc1ccc(/C=C/c2nnc(/C=C/c3ccc(OC)c(OC)c3)o2)cc1OC,25,18,22,22,63,16,9.9*,-7.7*,nt
COc1cc2c(c(OC)c1C(=O)CC(O)c1ccccc1)C=CC(C)(C)O2 (stereo unspecified),101,105,109,95,80,105,90,105,90
C=CCN1C(=O)/C(=C/c2cccs2)SC1=Nc1ccc(Cl)c(Cl)c1,95,100,nt,90,nt,100,76,80,102
Nc1nc(Cl)cc(Nc2ccccc2Cl)n1,93,107,133,105,94,110,81,98,131
COc1cc(CNC(=O)Cc2ccccc2)ccc1OCc1cn(-c2ccccc2[N+](=O)[O-])nn1,95,97,nt,97,nt,98,94,107,101
CC1(C)C(=O)/C(=C\c2ccccn2)C[C@]2(C)[C@H]3CC[C@@H]4[C@@H](C(=O)/C=C/c5ccccn5)CC[C@@]4(C)[C@]3(C)CC[C@@H]12,-49*,0.6*,-34*,-31*,-34*,-36*,-23*,-14*,21

Complete entries, quoted from the list. Order of screens: NCI-H23	SW-620	COLO 205	HCT-15	NCI-H226	NCI-H460	NCI-H522	HT29	NCI-H322M
`CCOC(=O)c1ccc2nc(-c3c(C)nn(-c4ccccc4)c3N3CCCC3)[nH]c2c1` is listed as 100	100	118	100	91	98	80	107	104
`Cc1nc2ccc(Br)cn2c1-c1nnc(SCc2ccccc2[N+](=O)[O-])o1` is listed as 90	107	115	93	97	104	91	115	100
